RGS4 inh – RGS4 inhibitors, primary screen, cell-based, HEK293 M3R inducible RGS4, calcium flux. 0.45% of 310,000 active. Fluo-4 calcium flux; hits give high values; triggered by carbachol at its EC20. Regulator of G-protein signaling 4 (Homo sapiens), P49798. B-score at 10 µM;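 active = B-score, a plate-corrected calcium signal, over three deviations above library mean, with baseline fluorescence within five deviations of library mean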;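 also: RGS4 expression induced by doxycycline in cells with stable M3 receptor; B-score is computed from the integrated fluorescence ratio over baseline after carbachol; higher B-score means a larger calcium signal and so more RGS4 inhibition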
Target sequence (P49798 whole entry, looked up): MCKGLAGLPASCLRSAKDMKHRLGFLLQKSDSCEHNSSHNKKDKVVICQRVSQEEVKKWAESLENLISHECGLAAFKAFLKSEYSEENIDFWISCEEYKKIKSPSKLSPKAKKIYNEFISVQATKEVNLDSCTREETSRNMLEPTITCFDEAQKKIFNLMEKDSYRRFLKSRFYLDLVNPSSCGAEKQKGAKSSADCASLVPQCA
MrgX1 agonist – agonists of human MrgX1 receptor, primary screen, HEK293 cells, Fluo-4 calcium flux | Fluo-4 calcium fluorescence, agonist mode; hits give high values | B-score at 10 µM | 0.44% of 310,000 active;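 active = calcium response B-score plate-corrected fluorescence ratio at least 3 library SD, with starting fluorescence B-score inside 5 SD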
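times = overnight plating, then 30 min 37 °C plus 30 min room-temperature dye loading | assay system = stable human MrgX1 HEK293 cell line | input = fifteen thousand cells per well | signal = kinetic calcium dye fluorescence, Fluo-4 NW | dosing = compound delivered in addition one of three | read-out = B-scored fluorescence response ratio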
MrgX1 antagonist – antagonists of human MrgX1 receptor, primary screen, HEK293 cells, Fluo-4 calcium flux | AID 588676, 2011 | BAM8-22 antagonism; hits give low values | B-score at 10 µM | 1.3% of 310,000 active | Mas-related G-protein coupled receptor member X1 (Homo sapiens), Q96LB2;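 active = calcium-response B-score plate-corrected more than 3 library SD below zero, starting fluorescence within 5 deviations, no agonist response on first addition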;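 also: peak minus trough fluorescence over baseline after final BAM8-22 challenge near maximal dose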
TMEM16A act – TMEM16A chloride channel activators or potentiators, primary screen, cell-based, HTS; B-score at 10 µM; HEK293 TMEM16A/YFP-H148Q/I152L, iodide quench fluorescence; hits give low values; Anoctamin-1 (Mus musculus), Q8BHY3; 0.3% of 340,000 active;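 active = fluorescence-ratio B-score plate-corrected deviation score at least 3 library SD below zero, with starting fluorescence score within 5 deviations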;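 also: channel opened by trigger with iodide after compound preincubation; score built on the fluorescence ratio of max minus min over baseline; more negative score means more quench and so TMEM16A activation or potentiation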
TRPC4 agonist – activators of mouse TRPC4 channel, primary screen, Fluo4 calcium, HEK293 TRPC4beta/mu-opioid cells; Fluo4 calcium fluorescence; hits give high values; B-score at 10 µM; 0.49% of 310,000 active; AID 2237, 2010;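 active = B-score above 5 SD of library B-scores, and initial fluorescence ratio not above library mean plus 5 SD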;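 also: positive B-score marks a calcium rise read as TRPC4 activation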
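Technique: kinetic Fluo4 calcium fluorescence; Test system: TRPC4beta and mu-opioid receptor HEK293 stable cells; Measure: B-scored integrated calcium fluorescence ratio; Benchmarks: low control buffer alone, high control maximal DAMGO; Schedule: 45 min room-temperature Fluo4 loading, 110 s read.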
TRPC4 inh – inhibitors of mouse TRPC4 channel, primary screen, Fluo4 calcium, HEK293 TRPC4beta/mu-opioid cells | 0.39% of 300,000 active | B-score at 10 µM | Short transient receptor potential channel 4 (Mus musculus), Q9QUQ5 | DAMGO-evoked Fluo4 calcium flux; hits give low values | AID 2247, 2010;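 active = B-score over 3 SD under the library average, no early fluorescence shift, positive overall ratio signal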
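System: stable TRPC4beta/mu-opioid receptor HEK293 cells; Dosing: single-point compound dosing; Measured by: Fluo4 Ca2+ flux fluorescence; Read-out basis: per-well B score of integrated baseline-normalized Fluo4 ratio.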
ANO1 block – TMEM16A chloride channel inhibitors, primary screen, cell-based, HTS; Anoctamin-1 (Mus musculus), Q8BHY3; HEK293 TMEM16A/YFP iodide influx fluorescence, ionomycin; normalized B-score (activity score, 25-100; higher = stronger inhibition) at 10 µM; 1.2% of 310,000 active; AID 588511, 2011;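 active = ratio plate-corrected score three or more library SD toward inhibition, starting fluorescence score within five deviations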;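 also: score derived from kinetic fluorescence span divided by baseline fluorescence per well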
TRPC6 activator – mouse TRPC6 channel activators, primary screen, cell-based, HEK293, membrane potential dye; AID 2550, 2010; B-score at 10 µM; 0.13% of 310,000 active; HEK293-TRPC6 membrane potential dye fluorescence; hits give high values;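 active = B-score of the integrated fluorescence ratio above library mean plus 3 SD, and starting fluorescence ratio within library mean plus 5 SD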;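 also: higher score means more depolarization so channel activation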
Target sequence (Q61143 whole entry, looked up): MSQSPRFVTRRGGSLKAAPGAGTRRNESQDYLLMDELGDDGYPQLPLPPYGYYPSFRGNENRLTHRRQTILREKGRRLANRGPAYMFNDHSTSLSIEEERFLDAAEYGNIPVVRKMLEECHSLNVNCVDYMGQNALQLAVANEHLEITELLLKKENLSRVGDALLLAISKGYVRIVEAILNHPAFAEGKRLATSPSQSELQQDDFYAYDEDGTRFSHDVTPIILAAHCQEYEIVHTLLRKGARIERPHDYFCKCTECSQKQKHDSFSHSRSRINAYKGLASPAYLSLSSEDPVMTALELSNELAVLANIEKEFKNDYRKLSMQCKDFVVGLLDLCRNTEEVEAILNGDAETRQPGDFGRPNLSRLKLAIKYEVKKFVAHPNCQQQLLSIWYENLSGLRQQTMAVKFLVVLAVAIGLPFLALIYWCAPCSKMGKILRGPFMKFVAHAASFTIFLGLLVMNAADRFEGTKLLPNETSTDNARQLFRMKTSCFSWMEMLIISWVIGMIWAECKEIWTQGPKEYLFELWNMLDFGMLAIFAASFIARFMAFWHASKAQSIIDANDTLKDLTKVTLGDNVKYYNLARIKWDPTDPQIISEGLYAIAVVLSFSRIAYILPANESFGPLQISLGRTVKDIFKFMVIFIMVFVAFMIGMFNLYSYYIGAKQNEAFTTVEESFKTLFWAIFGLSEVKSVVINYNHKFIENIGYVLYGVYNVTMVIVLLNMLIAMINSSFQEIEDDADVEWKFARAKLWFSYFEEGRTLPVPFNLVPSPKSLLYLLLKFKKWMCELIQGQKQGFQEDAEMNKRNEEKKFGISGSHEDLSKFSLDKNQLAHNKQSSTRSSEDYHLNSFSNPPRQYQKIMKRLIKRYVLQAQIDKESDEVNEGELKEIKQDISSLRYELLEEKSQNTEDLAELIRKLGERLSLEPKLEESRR
TRPC4 PAM – positive allosteric modulators of TRPC4, primary screen, cell-based, mouse TRPC4beta, HEK293 mu-opioid, Fluo-4 calcium. Short transient receptor potential channel 4 (Mus musculus), Q9QUQ5. 0.42% of 310,000 active. DAMGO EC20, Fluo-4 Ca2+ flux; hits give high values. B-score at 10 µM;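 active = B-score of calcium response area above 5 SD of library B-scores, with initial fluorescence ratio within 5 SD of library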;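 also: B-score of integrated fluorescence ratio over time as area under calcium response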
MrgX1 allo act – positive allosteric modulators of MrgX1, primary screen, HEK293 cells, Fluo-4 calcium flux | Mas-related G-protein coupled receptor member X1 (Homo sapiens), Q96LB2 | FDSS; hits give high values | B-score at 10 µM | 0.63% of 310,000 active | AID 588675, 2011;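 active = plate-corrected calcium response at least 3 library SD above typical, normal starting fluorescence, not activating the receptor alone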;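 also: compound read alongside a low EC10 to EC30 dose of BAM8-22 agonist; peak minus trough fluorescence over baseline measured at the second addition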
TRPC6 inhibitor – mouse TRPC6 channel inhibitors, primary screen, cell-based, HEK293, membrane potential dye. ACh-evoked depolarization; hits give low values. Short transient receptor potential channel 6 (Mus musculus), Q61143. 1.1% of 310,000 active. B-score at 10 µM;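 active = B-score under library mean minus 3 SD, initial fluorescence not abnormally high, positive integrated signal ratio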;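 also: B-score derived from integrated fluorescence ratio over the kinetic read; more negative B-score means stronger inhibition of depolarization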
The depositor's hits bear a star; i = inactive; . = no result given.

Results follow in this order: TMEM16A act | MrgX1 agonist | TRPC6 inhibitor | RGS4 inh | TRPC4 agonist | TRPC4 inh | MrgX1 antagonist | TRPC4 PAM | MrgX1 allo act | TRPC6 activator | ANO1 block
1: CCCCCSc1nnc(-c2ccccc2N)c(=O)[nH]1
    i | i | i | i | i | i | i | i | i | i | i
2: CC1=C(C#N)C(c2ccccc2O)C(C#N)=C(C)N1
    i | i | i | i | i | i | i | i | i | i | i
3: COc1ccc(S(=O)(=O)N2CCCCCC2)cc1C(=O)N(C)Cc1ccc(C(C)(C)C)cc1
    i | i | i | i | i | i | i | i | i | i | 25*
4: CCN1CCN(c2ccc(NC(=O)c3cccc(N4CCCC4=O)c3)cc2)CC1
    i | i | i | i | i | i | i | i | i | i | i
5: O=S(=O)(Nc1ccncc1)c1cc(Cl)c(Cl)cc1Cl
    i | i | i | i | i | i | i | i | i | i | i
6: Cc1c(C(N)=O)sc2nc(-c3ccccc3)cn12
    i | i | i | i | i | i | i | i | i | i | i
7: O=C(NCc1cccs1)c1nc2c(nnn2Cc2ccc(F)cc2)c(=O)[nH]1
    . | i | i | i | i | i | i | i | i | i | i
8: Cn1nc(C(C)(C)C)c([N+](=O)[O-])c1C(=O)NC(C)(C)C
    i | i | i | i | i | i | i | i | i | i | i
9: CCOC(=O)C1CCN(C(=O)C2CC(=O)N(c3ccc(C)cc3)C2)CC1 (stereo not given)
    i | i | i | i | i | i | i | i | i | i | i
10: Cc1noc(C)c1COc1cccc(C(=O)OCC(=O)N2CC(=O)Nc3ccccc32)c1
    i | i | i | i | i | i | i | i | i | i | i
11: COc1ccc(/C=N/NC(=S)Nc2cc(S(=O)(=O)N3CCOCC3)ccc2N2CCOCC2)cc1O
    i | i | i | i | i | i | i | i | i | i | i
12: CCN(Cc1cnn(C)c1)Cc1nc(C2(c3ccc(C)cc3)CCCC2)no1
    i | i | i | i | i | i | i | i | i | i | i
13: CC(=O)ONC(=Nc1ccccc1)c1nonc1N
    i | i | i | i | i | i | i | i | i | i | i
14: O=C(c1ccccc1Br)N1CCN(c2ccccn2)CC1
    i | i | i | i | i | i | i | i | i | i | i
15: CCc1ccc(CN2CCN(C(=O)c3ccco3)CC2)cc1
    i | i | i | i | i | i | i | i | i | i | i
16: CCCCOc1ccc(CSC2=NCCN2)cc1[N+](=O)[O-]
    i | 28* | i | i | i | i | i | i | i | i | i
17: CCc1cc2c(Sc3nc4ccccc4s3)ncnc2s1
    i | i | i | i | i | i | i | i | i | i | i
18: O=C(CN1C(=O)COc2ccc(S(=O)(=O)N3CCCCCC3)cc21)NCc1ccc(F)cc1
    i | i | i | i | i | i | i | i | i | i | i
19: C/C(=N\NC(=O)Cn1nc(C)c([N+](=O)[O-])c1C)c1ccc(O)cc1
    i | i | i | i | i | i | i | i | i | i | i
20: CCNC(=O)OCC12CC3CC(CC(C3)C1)C2
    i | i | i | i | i | i | i | i | 9.8* | i | i
21: COc1cc(CN2CCNC(=O)C2CC(=O)NC2CCCCC2)cc(OC)c1 (stereo not given)
    i | i | i | i | i | i | i | i | i | i | i
22: Cc1cccc(N2C(=O)CC(N3CCN(c4ccccc4)CC3)C2=O)c1 (stereo not given)
    i | i | i | i | i | i | i | i | i | i | i
23: CCOC(=O)CCNC(=O)N1CCCC(C(=O)c2cccc(OC(C)C)c2)C1 (stereo not given)
    i | i | i | i | i | i | i | i | i | i | i
24: c1ccc(CCCN2CCN(c3ccccn3)CC2)cc1
    i | i | i | i | i | i | i | i | i | i | i
25: CC(=O)Nc1ccc(S(=O)(=O)NCc2ccc(C(=O)NCCN3CCCCCC3)cc2)cc1
    i | i | i | i | i | i | -9.4* | i | i | i | i
26: CC(C)(C)OC(=O)C(C)(C)O/N=C(\C(=O)O)c1csc(N)n1
    i | i | i | i | i | i | i | i | i | i | i
27: O=C(C[n+]1ccc(C(=O)c2ccccc2)cc1)Nc1ccc(C(F)(F)F)cc1
    i | i | i | i | i | i | i | i | i | i | i
28: CCc1ccccc1NC(=O)COc1ccc(C(=S)N2CCCC2)cc1
    i | i | i | i | i | i | i | i | i | i | i
29: O=C1C2C3c4ccccc4C(c4ccccc43)C2C(=O)N1c1nc(-c2ccccc2)cs1 (stereo not given)
    i | i | i | i | i | i | i | i | i | i | i
30: CCOC(=O)N1CCN(C(=O)c2ccc3c(=O)n(CC4CCCO4)c(=S)[nH]c3c2)CC1 (stereo not given)
    i | i | i | i | i | i | i | i | i | i | i
31: COc1ccc2occ(C(C)=O)c2c1
    i | i | i | i | i | i | i | i | i | i | i
32: Cc1cc2c(sc3ccccc32)c(C)n1
    i | i | i | i | i | i | i | i | i | i | i
33: O=c1c(-c2ccc(Cl)cc2)coc2c(CN3CCOCC3)c(O)ccc12
    i | i | i | i | i | i | i | i | i | i | i
34: COC(=O)c1c(NC(=O)CSc2nnc(-c3ccco3)n2C)sc(C)c1C
    i | i | i | i | i | i | i | i | i | i | i
35: COc1cc(CC(NC(C)=O)C(=O)NC2CCN(c3nc(OC)nc(OC)n3)CC2)cc(OC)c1 (stereo not given)
    i | i | i | i | i | i | i | i | i | i | i
36: CN(C)C(=O)CCCCCCCCC(=O)N(C)C
    i | i | i | i | i | i | i | i | i | i | i
37: CCOCCCn1c(SCC(=O)Nc2ccccc2)nc2ccccc2c1=O
    i | i | i | i | i | i | i | i | i | i | i
38: O=C(c1ccco1)N1CCN(S(=O)(=O)c2cccc3nsnc23)CC1
    i | i | i | i | i | i | i | i | i | i | i
39: CC(C)CNC(=O)c1cccc(NC(=O)c2ccccc2-c2ccccc2C(=O)O)c1
    i | i | i | i | i | i | i | i | i | i | i
40: Cc1nnc(SCC(=O)Nc2cccc([N+](=O)[O-])c2)n1CC1CCCO1 (stereo not given)
    i | i | i | i | i | i | i | i | i | i | i
41: CCOC(=O)c1[nH]c(COC(=O)C2CC(=O)N(Cc3ccccc3)C2)c(C(=O)OCC)c1C (stereo not given)
    i | i | i | i | i | i | i | i | i | i | i
42: C#Cc1ccc([C@H]2C=C(C(=O)N3CCOCC3)O[C@@H](OCc3ccc(CO)cc3)C2)cc1
    i | i | i | i | i | i | i | i | i | i | i
43: CCCNC(=O)C1CCN(S(=O)(=O)c2cccs2)CC1
    i | i | i | i | i | . | i | i | i | i | i
44: O=C(c1ccco1)N1CCN(Cc2cccc(C(F)(F)F)c2)CC1
    i | i | i | i | i | i | i | i | i | i | i
45: Fc1cccc(Cl)c1/C=N/Nc1c(Cl)cncc1Cl
    i | i | i | i | i | i | i | i | i | i | i
46: COc1ccccc1C(=O)N1C(CC(=O)Nc2cc(Cl)ccc2C)C(=O)NC2CCCCC21 (stereo not given)
    i | i | i | i | i | i | -4.7* | i | i | i | i
47: CCOc1ncccc1C(=O)OCC(=O)N(CC)c1ccccc1
    i | i | i | i | i | i | i | i | i | i | i
48: CCC(C)C(=O)Nc1nc(C)c(-c2csc(Nc3cc(OC)ccc3OC)n2)s1 (stereo not given)
    i | i | i | i | i | i | -5.9* | i | i | i | i
49: CN(C)c1oc(COc2ccc(F)cc2)nc1C#N
    i | i | i | i | i | i | i | i | i | i | i
50: CCOC(=O)CC1C(=O)NCCN1C(=O)c1ccc(C)cc1 (stereo not given)
    i | i | i | i | i | i | i | i | i | i | i
51: O=S(=O)(Nc1cccc(S(=O)(=O)N2CCCCCC2)c1)c1ccccc1
    i | i | i | i | i | i | i | i | i | i | i
52: CCOC(=O)COc1ccc(-c2nnc(-c3ccccc3)o2)cc1
    i | i | i | i | i | i | i | i | i | i | i
53: Cc1ccc(O)c(NC(=S)NC(=O)CC(C)C)c1
    i | i | i | i | i | i | i | i | i | i | i
54: NC(=O)C1CCN(C(=O)/C=C/c2cc(Br)ccc2F)CC1
    i | i | i | i | i | i | i | i | i | i | i
55: Cc1ccc(C(=O)Nc2cccc(C(F)(F)F)c2)cc1Nc1cnccn1
    i | i | i | i | i | i | i | i | i | i | i
56: O=C(COc1cccc2ccccc12)NNC(=O)Nc1ccccc1
    i | i | i | i | i | i | i | i | i | i | i
57: COc1ccc(Br)cc1-c1nc(C)c(C(C)=O)n1O
    i | i | i | i | i | i | i | i | i | i | i
58: CC1CN(S(=O)(=O)c2cccc(C(=O)N(Cc3nnc(-c4ccccc4Cl)o3)C3CC3)c2)CC(C)O1 (stereo not given)
    i | i | i | i | i | i | i | i | i | i | i
59: COc1ccc(C(=O)N/C(=C/c2ccc(Cl)cc2)C(=O)NCc2ccncc2)cc1
    i | i | i | i | i | i | i | i | i | i | i
60: CN1/C(=C\C=N\NC(=O)c2cccnc2)C(C)(C)c2ccccc21
    i | i | i | i | i | i | i | i | i | i | i

Carrying on.
Results follow in this order: TMEM16A act | MrgX1 agonist | TRPC6 inhibitor | RGS4 inh | TRPC4 agonist | TRPC4 inh | MrgX1 antagonist | TRPC4 PAM | MrgX1 allo act | TRPC6 activator | ANO1 block
61: Cc1c(Cl)cccc1NC(=O)C1C2C=CC(C2)C1C(=O)O (stereo not given)
    i | i | i | i | i | i | i | i | i | i | i
62: O=c1c2ccccc2nc(COc2ccccc2)n1/N=C/c1cn[nH]c1-c1ccccc1
    -6.5* | i | i | i | i | i | i | i | i | i | i
63: COc1ccc(NC(=O)CN(C)S(=O)(=O)c2cccs2)cc1
    i | i | i | i | i | i | i | i | i | i | i
64: CCCC(=O)N(c1ccc(OCC)cc1)S(=O)(=O)c1ccc2c3c(cccc13)C(=O)N2C
    i | i | i | i | i | i | i | i | i | i | i
65: Cn1c(SCC(=O)N2CCN(Cc3ccccc3)CC2)nnc1-c1ccncc1
    i | i | i | i | i | . | i | i | i | i | i

Screens from PubChem BioAssay.
